Screening results deposited in PubChem by National Center for Advancing Translational Sciences (NCATS).
FBPA Giardia inh – Giardia lamblia aldolase inhibition; Potency, µM (series often up to 59.6 µM), for inactives: at the highest dose activity, negative = inhibition, actives largely listed as inhibitors; purified Giardia FBPA; 290,000 compounds, 0.71% hits; note: potency is the fitted concentration of half-maximal effect; % is set by controls: 0 for no effect and ±100 for the full control effect; nearly all actives have a fitted effect of over 55% in size
Target sequence (A8B2U2 whole entry, looked up): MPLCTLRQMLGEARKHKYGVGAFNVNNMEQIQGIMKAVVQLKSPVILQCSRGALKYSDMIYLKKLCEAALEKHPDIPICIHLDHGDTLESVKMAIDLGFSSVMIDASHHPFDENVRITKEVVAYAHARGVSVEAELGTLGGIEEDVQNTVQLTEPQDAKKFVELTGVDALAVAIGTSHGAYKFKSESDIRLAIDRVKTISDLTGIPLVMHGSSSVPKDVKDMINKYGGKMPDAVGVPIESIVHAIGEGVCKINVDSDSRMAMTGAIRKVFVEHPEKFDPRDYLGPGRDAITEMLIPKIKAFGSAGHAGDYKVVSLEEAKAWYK
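Giardia FBPA (40 nM reagent) was preincubated 10 min at RT with compound (up to 57.5 uM final), then substrate plus GAPDH/TPI/NAD/arsenate coupling system with diaphorase/resazurin was added; resorufin fluorescence (525/598 nm) was read after 20 min.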
Pf growth 96h – inhibits malaria parasite growth, 96 h; 320,000 compounds, 6.9% hits; Potency, µM (doses to about 28.7 µM), inactives show top-dose activity change, negative = inhibition, hits mostly inhibitors; AID 504834; P. falciparum luciferase reporter growth, 96 h; note: potency is the fitted concentration of half-maximal effect; % is set by controls: 0 for no effect and ±100 for the full control effect
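P. falciparum expressing integrated firefly luciferase, in erythrocytes at 2% hematocrit, 0.05% parasitemia, incubated with compounds 96 h at 37 C, 5% CO2. Growth inhibition read as loss of luminescence; two-generation exposure targets delayed-death apicoplast inhibitors.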
Sm TGR inh – S. mansoni TGR enzyme inhibition; purified TGR, DTNB reduction, TNB absorbance 405 nm; 360,000 compounds, 3% hits; Potency, µM (top dose mostly 114 µM), for inactives: at the top dose activity change, negative = inhibition, usual class: inhibitors; note: potency is the fitted concentration of half-maximal effect; % is set by controls: 0 for no effect and ±100 for the full control effect; nearly all actives have a fitted effect of over 60% in size
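TGR 20 nM + NADPH 100 uM (dispensed conc.), cpd preinc 15 min RT; start with NADPH (500 uM addition) then DTNB (15 mM addition). Kinetic TNB absorbance, 405 nm filter. Four-parameter Hill fit across titration.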
Pf growth 48h – P. falciparum growth inhibition at 48 hours (one generation); Potency, µM (series often up to 28.7 µM), without a hit: at the highest dose activity change, negative = inhibition, actives largely listed as inhibitors; P. falciparum luciferase growth in erythrocytes, 48 h; AID 504832; 310,000 compounds, 5.9% hits; note: potency is the fitted concentration of half-maximal effect; % is set by controls: 0 for no effect and ±100 for the full control effect
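Parasite viability was followed by luminescence of a genomically integrated firefly luciferase. Cultures held 0.1% parasitemia at 2% hematocrit (final), incubated under 5% CO2 at 37 C.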
Shiga inhibitor – Shiga toxin inhibition. Vero cells, Shiga toxin protein synthesis inhibition reporter. 290,000 compounds, 9.2% hits. inhibition, % at 38.7 µM; in the data active = inhibition mostly above about 28%, no sharp cut-off; inactive = mostly below about 43%; note: 0% is about no effect
Cycloheximide cs – counter-screen for Shiga toxin inhibitors: cycloheximide protein synthesis inhibition; AID 2314; max response, %; 300,000 compounds, 12% hits; cell reporter, cycloheximide protein synthesis inhibition counterscreen; in the data active = max response mostly above about 13%, no sharp cut-off; inactive = mostly below about 14%; note: read at 38.3 µM for the half of the compounds with a filed dose; 0% is about no effect
* marks the source's active call; other numbers are inactive results; ? = inconclusive; / = no result given; & = joins results of further samples; [ ] = remark or other dose. Unless noted, calls come from the whole dose curve; as a rule, active = well fitted curve in the direction sought with a large enough effect; inconclusive = small, poorly fitted or top-dose-only effect, or another doubt; inactive = no such curve, though single readings can be large; an effect the other way counts as inactive or inconclusive.

SMILES	FBPA Giardia inh	Pf growth 96h	Sm TGR inh	Pf growth 48h	Shiga inhibitor	Cycloheximide cs
Cc1ncsc1CCC(=O)N1CCCC(C(=O)c2cccc(Cl)c2)C1 (stereo not drawn)	8%	33%[activator]	-2%	16%	7	-2
CSc1ccc(C2CC(=O)Nc3c2c(=O)n(C)c(=O)n3C)cc1 (stereo not drawn)	-1%	2%	0%	3%	3	-4
O=[N+]([O-])c1cc(/C=N/OCc2c(Cl)cccc2Cl)ccc1N1CCOCC1	2%	?	12%	?	15	19*
COc1ccc(CC(=O)Nc2ccc(NC(=O)c3ccccc3F)cc2)cc1	-4%	12%	-6%	34%[activator]	-1	8
CC1=NNC(=O)C1CC(=O)N/N=C/C(Br)=C/c1ccccc1 (stereo not drawn)	0%	28%	?	15%	8	7
COc1ccccc1-c1cc(C(F)(F)F)nc(S(=O)(=O)CCCC(=O)Nc2cc(C)on2)n1	-3%	1.9µM*	4%	-9%	-7	-4
CCc1nnc(SCC(=O)Nc2ccccc2)nc1CC	4%	?	-2%	22%	-4	-4
COc1ccc(CNC(=O)COC(=O)c2c(NC(C)=O)sc(C)c2C)cc1	/	34%[activator]	1%	?	/	/
COCC(=O)N1CCCC(C(=O)c2ccc3c4c(cccc24)CC3)C1 (stereo not drawn)	-25%	-16%	9%	?	17	8
CC(C)[C@H](NC(=O)c1ccco1)C(=O)OCC(=O)Nc1ccc(Cl)c(S(=O)(=O)N(C)C)c1	1%	-18%	3%	-15%	2	1
O=C1NC(=Nc2ccccc2Cl)SC1(CO)CO	?	13µM*	-26%	-3%	-8	-2
CC(=O)Nc1sc2c(c1C(N)=O)CCCC2	-1%	4%	-22%	8%	-19	-8
C=CCn1c(N)cc(=O)nc1SCC(=O)N(c1ccccc1)c1ccccc1	3%	47%[activator]	0%	3%	-10	12
CC(C)CCNC(=O)c1ccc2nc[nH]c2c1	0%	/	-2%	39%[activator]	52	24*
COc1ccc(S(=O)(=O)N2CC(O)CC2C(=O)OCc2nc3sc(C)c(C)c3c(=O)[nH]2)cc1 (stereo not drawn)	-5%	18%	-9%	9%	13	-3
O=C(O)C1CC(=O)N(Cc2cccnc2)C1 (stereo not drawn)	3%	-6%	5%	18%	2	-5
O=C(CSCc1c(Cl)cccc1Cl)Nc1ccc2c(c1)OCO2	-7%	?	-20%	/	29	8
COc1ccc(C(=O)NCc2ccc3c(c2)cc(C)n3C)cc1	3%	-10%	13%	-16%	10	-1
CCOC(=O)c1c(N2C(=O)C3C4C=CC(O4)C3C2=O)sc2c1CCCC2 (stereo not drawn)	-7%	34%[activator]	3.2µM*	15%	-13	-2
O=C(Cc1c(Cl)cccc1Cl)N1CCN(Cc2ccccc2)CC1	5%	-6%	-13%	-11%	14	5

A different layout for part of the listing above.
CCc1nnc(SCC(=O)Nc2ccccc2)nc1CC
  FBPA Giardia inh: 4%
  Pf growth 96h: ?
  Sm TGR inh: -2%
  Pf growth 48h: 22%
  Shiga inhibitor: -4
  Cycloheximide cs: -4

COc1ccc(CNC(=O)COC(=O)c2c(NC(C)=O)sc(C)c2C)cc1
  FBPA Giardia inh: /
  Pf growth 96h: 34%[activator]
  Sm TGR inh: 1%
  Pf growth 48h: ?
  Shiga inhibitor: /
  Cycloheximide cs: /

Next compounds:
SMILES	FBPA Giardia inh	Pf growth 96h	Sm TGR inh	Pf growth 48h	Shiga inhibitor	Cycloheximide cs
O=C(CN1C(=O)NC2(CCCCCC2)C1=O)N1CCC(Cc2ccccc2)CC1	1%	?	-2%	?	0	-4
Cc1ccc(C)c(NC(=O)c2cc([N+](=O)[O-])cc([N+](=O)[O-])c2)c1	4%	?	-1%	?	-9	-1
COc1cccc(CN(C)C(=O)CNC(=O)c2sc3ccccc3c2Cl)c1OC	/	5%	2%	3%	/	/
CCn1c(=N)c(S(=O)(=O)c2ccc(F)cc2)cc2c(=O)n3ccccc3nc21	/	?	-13%	-15%	-10	-3
COc1ccc(NC2CCCN(C(=O)CCc3ccncc3)C2)cc1OC (stereo not drawn)	?	-23%	?	0%	-12	45*
CN1CCN(C(=O)c2cnn3c2NC(c2ccccc2)CC3C(F)(F)F)CC1 (stereo not drawn)	3%	62%[activator]	0%	-8%	-20	1
O=C(COc1ncnc2c(Cl)cc(Cl)cc12)N1CCCCC1	0%	38%[activator]	0%	18%	-13	-5
CC(C)(C)C(=O)NC1CC2CCCC(C1)N2C(=O)Nc1ccc(Cl)cc1 (stereo not drawn)	-1%	-14%	3%	?	15	3
COC(=O)CSc1nc(N2CCCCC2)c2c(c1C#N)CCCC2	-8%	6%	0%	-14%	-13	-4
NC(=S)N/N=C1\CC(c2ccc3c(c2)OCCO3)Oc2ccc(F)cc21 (stereo not drawn)	-6%	12µM*	17%	?	-11	-4
COc1ccc(C(=O)CCC(=O)N2CCN(c3ccc(N4CCOCC4)nn3)CC2)cc1	-4%	-27%	-4%	/	12	-4
Clc1ccc(-n2cnnn2)cc1	6%	?	4%	11%	-15	-4
COc1ccc(C2=Nc3nc(-c4ccccc4)cn3C(c3ccc(OC)cc3)C2)cc1 (stereo not drawn)	7%	?	1%	2.9µM*	46	9
Cc1nnsc1C(=O)Nc1cccc(Cl)c1C	0%	90%[activator]	9%	3%	-17	2
Cc1cccc(N2CCN(S(=O)(=O)c3ccc4c(c3)CCCN4C(=O)C3CCC3)CC2)c1C	6%	-1%	4%&9%	?	-5	-6
CCOC(=O)Cc1csc(NC(=S)NC(=O)c2cccc([N+](=O)[O-])c2)n1	4.5µM*	16%	-14%	0%	-6	-3
O=C(c1cccc(S(=O)(=O)N2CCCCC2)c1)N1CCN(c2ccccc2)CC1	/	24%	-5%	-5%	-2	12
COC(=O)C1=C(N)Oc2cc(C)[nH]c(=O)c2C1c1cccnc1 (stereo not drawn)	3%	4%	13%	48%[activator]	-14	-3
CCOc1ccc(N(C(=O)c2snc(C(N)=O)c2N)C(C(=O)NC2CCCC2)c2ccncc2)cc1 (stereo not drawn)	-5%	?	-9%	0%	2	-6
Cc1nnc(NCc2cccc(Cl)c2)c2ccccc12	-4%	?	1%	?	-12	-4

In another format: 2 of the compounds above
CN1CCN(C(=O)c2cnn3c2NC(c2ccccc2)CC3C(F)(F)F)CC1 (stereo not drawn)
  FBPA Giardia inh: 3%
  Pf growth 96h: 62%[activator]
  Sm TGR inh: 0%
  Pf growth 48h: -8%
  Shiga inhibitor: -20
  Cycloheximide cs: 1

O=C(COc1ncnc2c(Cl)cc(Cl)cc12)N1CCCCC1
  FBPA Giardia inh: 0%
  Pf growth 96h: 38%[activator]
  Sm TGR inh: 0%
  Pf growth 48h: 18%
  Shiga inhibitor: -13
  Cycloheximide cs: -5

Two entries from above in another layout.
NC(=S)N/N=C1\CC(c2ccc3c(c2)OCCO3)Oc2ccc(F)cc21 (stereo not drawn)
  FBPA Giardia inh: -6%
  Pf growth 96h: 12µM*
  Sm TGR inh: 17%
  Pf growth 48h: ?
  Shiga inhibitor: -11
  Cycloheximide cs: -4
COc1ccc(C(=O)CCC(=O)N2CCN(c3ccc(N4CCOCC4)nn3)CC2)cc1
  FBPA Giardia inh: -4%
  Pf growth 96h: -27%
  Sm TGR inh: -4%
  Pf growth 48h: /
  Shiga inhibitor: 12
  Cycloheximide cs: -4

More records:
SMILES	FBPA Giardia inh	Pf growth 96h	Sm TGR inh	Pf growth 48h	Shiga inhibitor	Cycloheximide cs
Cn1c(=O)c2c(nc(SCC(=O)N3CCc4ccccc43)n2Cc2ccccc2)n(C)c1=O	1%	0%	2%	1%	-14	-2
Cn1c(-c2ccc(Br)cc2)cnc1NCc1ccc(C#N)cc1	-28%	?	4%	?	-11	-3
CC(=O)Oc1ccc2c(=O)c(N3C(=O)c4ccccc4C3=O)c(C)oc2c1C	1%	?	/	31%[activator]	13	5
CC(C)(C)n1nnnc1C(c1cccc(C#N)c1)N1CCCCCC1 (stereo not drawn)	/	?	6%	?	12	-3
Nc1nc2nc(-c3ccc(Cl)cc3)cc(C(F)(F)F)n2n1	8%	53%[activator]	1%&8%	/	35	28
Cn1c(-c2ccccc2)cnc1NCc1cc(Cl)ccc1O	?	-17%	-20%	12µM*	18	17*
C=CCn1c(SCc2cc(=O)n3cc(C)ccc3n2)nnc1-c1ccc(F)cc1	0%	5.2µM*	4%	-27%	-3	7
Nc1nonc1-n1nnc(C(=O)N/N=C/c2c(Cl)cccc2Cl)c1CN1CCOCC1	-7%	-3%	-6%	?	-12	3
CCCCn1c(SCC(=O)N2CCCC2)nc2cc(S(N)(=O)=O)ccc21	-13%	-14%	-7%	35%[activator]	16	1
COc1cccc(Nc2nc(-c3cccnc3)cs2)c1	8%	-24%	-3%	123%[activator]	57*	53*
COc1ccc(N2C(=O)CC(NC3CCCCNC3=O)C2=O)cc1 (stereo not drawn)	1%	?	20µM*	20%	9	-2
Cc1ccc(-c2nnc(COC(=O)c3cccs3)o2)cc1	6%	12%	3%	27%	80*	54*
O=C(O)C1CN(C(=O)c2ccccc2)c2cc(Cl)ccc2O1 (stereo not drawn)	1%	?	-10%	8%	-9	-2
CC(C)Cn1c(C23CC4CC(CC(C4)C2)C3)n[nH]c1=S	24%	8%	4%	?	-1	1
CN(Cc1ccccc1)C(=O)COC(=O)C1CCN(S(=O)(=O)c2cccs2)CC1	-1%	-5%	-13%	26%	-3	8
CN(C)c1ccc(-c2nc3cc(N)ccc3o2)cc1	-9%	0%	4%	40%[activator]	38	14*
COc1ccc(-n2nc(C(=O)Nc3nc4ccc(OC)cc4s3)c3ccccc3c2=O)cc1	-2%	-25%	5%	15%	-14	-10
CC(=O)c1ccc(NC(=O)COc2ccc3c(c2)OCO3)cc1	2%	?	-14%	25%	4	19*
CCOc1ccc(N(CC(=O)O)S(=O)(=O)c2cccnc2)cc1	13%	15µM*	-9%	/	-13	-9
COC(=O)c1cc2c(ccn2-c2ccc(F)cc2)n1CC(=O)N1CCN(C(=O)c2ccco2)CC1	-7%	12%	-7%	?	-11	-4

Looked up one by one from above (three):
SMILES	FBPA Giardia inh	Pf growth 96h	Sm TGR inh	Pf growth 48h	Shiga inhibitor	Cycloheximide cs
Nc1nc2nc(-c3ccc(Cl)cc3)cc(C(F)(F)F)n2n1	8%	53%[activator]	1%&8%	/	35	28
CC(=O)Oc1ccc2c(=O)c(N3C(=O)c4ccccc4C3=O)c(C)oc2c1C	1%	?	/	31%[activator]	13	5
CC(C)(C)n1nnnc1C(c1cccc(C#N)c1)N1CCCCCC1 (stereo not drawn)	/	?	6%	?	12	-3

Later entries
SMILES	FBPA Giardia inh	Pf growth 96h	Sm TGR inh	Pf growth 48h	Shiga inhibitor	Cycloheximide cs
COc1ccccc1Sc1nc(-c2ccccn2)ncc1OC	?	?	-3%	?	-9	3
Cc1ccc(C(=O)OC/C(O)=C(\C#N)c2nc3ccccc3[nH]2)cc1S(=O)(=O)N1CCOCC1	-8%	?	-3%	8%	8	9
CCOC(=O)c1sc(C)c2c1NC1(CCCCC1)NC2=O	8%	/	9%	16%	30	2
CCN1CCCC1CNC(=O)CN1C(=O)COc2ccc(C)cc21 (stereo not drawn)	-6%	41%[activator]	2%	24%	6	3
C#Cc1ccc([C@@H]2C=C(C(=O)O)O[C@H](OCCCCO)C2)cc1	1%	60%[activator]	40µM*	43%[activator]	-9	-1
CSc1cccc(NC(=O)c2ccccc2N(C)S(C)(=O)=O)c1	0%	-8%	6%	/	-11	-5
COc1ccc(C(=O)Oc2cccc(Nc3ncnc4ccccc34)c2)cc1OC	-7%	2.3µM*	-11%	12%	3	8
Cc1ccccc1OCCN1CCCC1	?	-3%	3%	3%	-6	-1
COc1ccccc1CNC(=O)C(CCSC)NS(=O)(=O)c1ccc2c(c1)oc(=O)n2C (stereo not drawn)	0%	2.1µM*	0%	-3%	42	52*
